Screening data as filed in PubChem.
HIV fusion peptide: cell-free HIV fusion peptide-binding blockers – biochemical, uHTS, fluorescence dequenching, primary screen (AID 1986); cell-free peptide binding, fluorescence dequenching, 30 min; higher % means a stronger effect; hit rate 0.3% among 290,000; one-dose inhibition, % at 20 µM; IC50 in µM for titrated hits; in the data active = inhibition mostly above about 52%, no sharp cut-off; inactive = mostly below about 76%; also: some results filed as inactive read as strong as hits
NS5 inhibitors: Dengue-2 NS5 methyltransferase inhibitors, primary screen, biochemical, confirmation dose response (AID 588689); Dengue-2 NS5 methyltransferase capping enzyme assay, biochemical; higher % means a stronger effect; inhibition, % at 25 µM, or IC50 in µM where a hit was titrated; hit rate 0.3% among 340,000; in the data active = a potency from the dose series; inconclusive = inhibition above about 29% without an active follow-up result
NOD2 inhibition: NOD2 signaling inhibitors, cell-based, luminescence, uHTS, HEK293 (AID 1566). inhibition, % at 4 µM, or EC50 in µM where a hit was titrated. HEK293 NOD2/NF-kB luciferase reporter, luminescence; higher % means a stronger effect. hit rate 0.63% among 290,000; also: many of its hits are not listed in these tables
Siah-1 displacement: blockers of Siah-1 interaction with plectin peptide – biochemical, fluorescence polarization, rhodamine-plectin, uHTS, primary screen (AID 1817). hit rate 0.02% among 290,000. one-dose displacement, % at 20 µM; IC50 in µM for titrated hits. Siah-1 / rhodamine-plectin peptide fluorescence polarization; higher % means a stronger effect;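 active = displacement of at least 50% at 20 µM, with a fluorescence ratio check between 0.3 and a set limit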;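 also: plate controls were Siah plus tracer with DMSO for no effect and tracer alone without Siah for full effect; strong numbers were not always called active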
AID2073: disruptors of CaV2.2 binding to Mint1 – biochemical, HTRF (AID 2073). inhibition, % at 20 µM; hits with a dose series show IC50 in µM. hit rate 0.19% among 290,000. HTRF protein-protein interaction, Mint1-CaV2.2; higher % means a stronger effect; in the data active = inhibition mostly above about 51%, no sharp cut-off; inconclusive = no clear call, values can overlap the other calls; inactive = mostly below about 53%; also: some results filed as inactive read as strong as hits
Myeloid diff MLP: compounds promoting myeloid differentiation. calls only at 10 µM. ER-HoxA9 myeloid progenitors, lysozyme-GFP differentiation, flow cytometry. hit rate 1% among 360,000. AID 624256;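 active = normalized GFP-positive differentiation at or above the plate's own cutoff, the solvent-only control mean plus 3 SD; inconclusive = no clear call, values can overlap the other calls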;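 also: cells exposed to compound for four days before flow analysis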
LYP inhibition: PTPN22 lymphoid phosphatase activity blockers – biochemical, fluorescence intensity, uHTS (AID 1779) | recombinant LYP phosphatase, fluorescence intensity; higher % means a stronger effect | inhibition, % at 11.5 µM; hits with a dose series show IC50 in µM | hit rate 0.054% among 290,000;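 also: plate controls were vehicle with enzyme for no effect and no enzyme for full effect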
XIAP displacement: XIAP antagonists, biochemical, IAP family, fluorescence polarization (AID 1018). XIAP BIR domain, fluorescence polarization peptide displacement; higher % means a stronger effect. displacement, % at 20 µM, or IC50 in µM where a hit was titrated. hit rate 0.007% among 200,000; in the data active = displacement above about 50%; also: a part of the inactive calls stands beside numbers as strong as those of hits
Lipid droplet: modulators of hepatic lipid droplet formation | hit rate 0.4% among 240,000 | AML12 mouse hepatocytes, oleate lipid droplets, BODIPY imaging | inhibition, % at 6.5 µM;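 active = lipid droplet intensity inhibited by at least 50%, with more than 500 cells counted; inconclusive = wells with under 300 cells, treated as cytotoxic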
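Assay system: AML12 mouse liver cells | Compound dosing: One dose, 6.5 µM compound | Read-out basis: Droplet intensity reduction, % inhibition | Measured by: Fluorescence imaging, 20x objective, two fields per well | Schedule: Overnight treatment with compound plus oleate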
Lipid droplet cells 6.5 µM: recorded beside Lipid droplet, whose call it bears; cell count; measured here: cell count, cytotoxicity flag;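 cells counted across two imaged fields per well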
NS5 inhibitors pilot replicate: further read-out of NS5 inhibitors, marked with its call; inhibition, %; measured here: pilot screen replicate inhibition
Myeloid diff MLP GFP+ MAC1+ %: further read-out of Myeloid diff MLP, marked with its call; GFP+ MAC1+ double positive, %; measured here: differentiation confirmed by MAC1 staining
An asterisk follows results filed as active; i = inactive; ? = inconclusive; / = no result given. Rule as the data show it, unless noted: active = inhibition above about 50%; inactive = the rest. These rows are one share of the data (hit frequency here may not be typical).

SMILES	HIV fusion peptide	NS5 inhibitors	NOD2 inhibition	Siah-1 displacement	AID2073	Myeloid diff MLP	Myeloid diff MLP GFP+ MAC1+ %	LYP inhibition	XIAP displacement	Lipid droplet	Lipid droplet cells 6.5 µM	others
Cn1c(NC(=O)c2ccccc2F)c(-c2cccs2)c(=O)c2ccccc21	0.1%	-4.6%	17.3%	-2.5%	-3.1%	i	0.5	-7.2%	/	31.3	704
CCCCC(CC)C(=O)NCc1ccc(F)cc1 (centres undefined)	2.5%	-2.9%	15.6%	10.4%	-3.4%	i	0.1	-9.2%	-5.3%	-12.9	714
C/C(CC(=O)NC1C2CC3CC(C2)CC1C3)=N\NC(=O)Cc1cccs1 (centres undefined)	-0.3%	3.2%	9.5%	1.8%	-0.6%	i	0.9	-5.5%	-22.7%	4.9	627
COc1cc(S(=O)(=O)n2cnc(C)c2)ccc1Br	-2.1%	0.0%	/	3.4%	-8.1%	i	0.4	-10.8%	-6.4%	0.1	769
CCOc1ccc(C(=O)N2CCCCCC2)cc1	-0.5%	1.4%	-11.9%	-1.3%	11.1%	i	0.4	-8.1%	-2.8%	-9.8	674
O=C(Cn1nnc2c(sc3nc4c(c(-c5ccccc5)c32)CCC4)c1=O)c1ccccc1	-1.9%	-3.4%	25.2%	-2.1%	1.4%	/	/	-2.8%	-8.1%	6.3	799
COCCn1c(SCC(=O)N2CCOCC2)nnc1-c1ccncc1	0.2%	-6.5%	-7.8%	4.2%	7.2%	i	0.4	-5.8%	/	-5.4	776
CCc1nnc(NC(=O)Cc2c[nH]c3ccccc23)s1	1.4%	-9.5%	6.3%	-3.9%	8.4%	i	1.0	-6.2%	-5.6%	4.0	715
Cc1ccccc1NC(=S)Nc1ccc(Br)cc1	0.0%	-7.7%	-26.3%	9.5%	-20.3%	i	0.3	-6.1%	-6.8%	-9.6	664
C#CCn1c(=NC(=O)c2cc(-c3cccs3)nc3ccccc23)sc2cc(S(N)(=O)=O)ccc21	3.0%	-6.4%	17.3%	13.9%	37.0%	i	0.8	-5.2%	0.5%	29.6	397
COc1ccc(S(=O)(=O)N2CCC(NC(=O)N3CCOCC3)CC2)cc1	-1.2%	-1.5%	1.9%	-1.7%	3.3%	i	0.5	-12.9%	-10.5%	-6.5	658
CCOC(=O)c1ccc(NC(=S)NN)cc1	0.3%	-6.0%	23.5%	12.7%	1.4%	i	0.3	-9.7%	-6.7%	-3.9	764
COc1ccccc1NC(=O)Cc1coc2cc(C)ccc12	0.6%	-6.8%	-3.9%	1.0%	6.4%	i	1.8	5.4%	-7.8%	3.3	806
COc1cc(/C=N/NC(=O)Cn2ccc(C(F)(F)F)n2)cc(OC)c1OC	0.2%	-3.7%	14.0%	1.3%	-11.2%	i	0.5	4.4%	-4.6%	-5.1	673
CCc1ccccc1NS(=O)(=O)c1ccc2c(c1)C(C)(C)C(=O)N2C	-0.2%	-5.8%	10.7%	7.7%	14.2%	i	1.1	-2.3%	/	-15.3	786
O=c1c(C(c2ccc(Cl)cc2)c2c(O)nc3n(c2=O)CCS3)c(O)nc2n1CCS2	18.3%	3.9%	-3.6%	-7.6%	-2.1%	i	0.1	-11.7%	/	-6.0	763
CC(C)=C(NC(=O)c1ccccc1)C(N)=O	0.0%	2.3%	-7.5%	-2.7%	9.8%	i	0.4	-8.4%	/	3.9	733
O=C(Cc1cccs1)NNC(=S)NC(=O)c1ccc(F)c(F)c1	2.5%	2.9%	16.9%	7.5%	0.9%	i	0.3	-0.3%	2.6%	-1.0	616
CCOC(=O)C1=C(C)N(CCCCCC(=O)O)C(=O)NC1c1ccc([N+](=O)[O-])cc1 (centres undefined)	-0.5%	1.6%	-18.0%	-1.8%	-9.3%	i	1.2	-7.9%	/	12.5	775
COc1cc(NC(=O)c2cc3ccccc3o2)ccc1NC(=O)c1ccco1	-1.8%	-4.5%	17.0%	3.1%	10.7%	i	0.5	-8.4%	/	31.8	696
COc1ccc(N2CCN(C(=O)COc3cccc4ccccc34)CC2)cc1	-0.1%	-4.6%	10.8%	24.0%	4.8%	i	0.6	-2.9%	/	4.5	851
COC(=O)c1c(-c2ccc(C)cc2)csc1NC(=S)NC(=O)c1ccc(F)cc1	0.0%	-2.2%	-9.8%	6.6%	-7.3%	i	0.9	-3.6%	-3.3%	-8.7	686
CC1=CC(=C(C#N)c2nc3ccccc3s2)C=C(C)N1c1ccc(F)cc1F	22.6%	6.4%	-43.5%	3.8%	15.2%	i	1.2	7.7%	-10.9%	5.5	550
COc1ccc(C2=NOC(CN3C(=O)c4ccccc4S3(=O)=O)C2)cc1 (centres undefined)	-1.8%	-4.8%	-118.0%	-5.9%	2.6%	i	1.1	-4.1%	-5.8%	4.7	795
Cc1cccc(C)c1N1CCN(S(=O)(=O)N2CCCCC2)CC1	-0.5%	12.8%	2.1%	2.6%	29.7%	i	0.3	-2.8%	-2.2%	-4.3	641
COc1ccc2c(c1)c(C(O)CN1CCC3(CC1)OCCO3)c(C)n2C (centres undefined)	1.4%	/	11.8%	-2.1%	3.6%	/	/	-10.8%	-6.0%	/	/
CCOC(=O)N1CCN(C(=O)C(C)(C)Oc2ccc(Cl)cc2)CC1	1.1%	-2.9%	7.4%	3.0%	0.1%	i	2.5	-2.2%	1.7%	/	/
COCCNC(=O)C(c1ccc(C)o1)N(C(=O)c1snc(C(N)=O)c1N)c1ccc(C)cc1 (centres undefined)	2.6%	-1.4%	-2.8%	1.6%	5.8%	i	6.7	0.3%	-3.6%	-5.2	648
CC1(C)CC(=NNC(=O)c2n[nH]c3c2CCC3)CC(C)(C)N1	0.7%	0.9%	11.7%	-1.7%	42.2%	i	0.2	-9.7%	0.4%	1.7	712
CCC(=O)Nc1cccc(C(=O)OCc2cccc([N+](=O)[O-])c2)c1	0.4%	0.9%	2.8%	3.3%	47.1%	i	0.1	-3.3%	-2.4%	/	/

By substructure, the compounds so far containing a nitro group on carbon (two)
SMILES	HIV fusion peptide	NS5 inhibitors	NOD2 inhibition	Siah-1 displacement	AID2073	Myeloid diff MLP	Myeloid diff MLP GFP+ MAC1+ %	LYP inhibition	XIAP displacement	Lipid droplet	Lipid droplet cells 6.5 µM	others
CCOC(=O)C1=C(C)N(CCCCCC(=O)O)C(=O)NC1c1ccc([N+](=O)[O-])cc1 (centres undefined)	-0.5%	1.6%	-18.0%	-1.8%	-9.3%	i	1.2	-7.9%	/	12.5	775
CCC(=O)Nc1cccc(C(=O)OCc2cccc([N+](=O)[O-])c2)c1	0.4%	0.9%	2.8%	3.3%	47.1%	i	0.1	-3.3%	-2.4%	/	/

The results go on.
SMILES	HIV fusion peptide	NS5 inhibitors	NOD2 inhibition	Siah-1 displacement	AID2073	Myeloid diff MLP	Myeloid diff MLP GFP+ MAC1+ %	LYP inhibition	XIAP displacement	Lipid droplet	Lipid droplet cells 6.5 µM	others
COc1ccc(NS(=O)(=O)c2cc(NC(=O)c3ccco3)ccc2N2CCCC2)cc1	2.1%	0.6%	-1.1%	-1.2%	0.0%	i	0.0	7.7%	-10.9%	-34.9	571
Cc1ccc(N2C(=O)CC(Sc3ccccc3C(=O)O)C2=O)cc1C (centres undefined)	-1.4%	-8.8%	5.5%	0.3%	-8.8%	i	0.6	-4.3%	-5.7%	-1.7	633
COc1ccc(-c2n[nH]c(=S)n2Cc2ccccc2)cc1	1.4%	-4.6%	15.4%	14.0%	-13.4%	i	0.4	-4.5%	/	-2.2	786	NS5 inhibitors pilot replicate=-7.3
Cc1ccc(Oc2ncccc2NC(=O)CC(CC(=O)O)c2ccccc2)c2c1CCC2 (centres undefined)	0.9%	-3.1%	20.0%	11.8%	-5.7%	i	0.4	-10.7%	/	-8.6	742
CCOC(=O)C1(Cc2ccc(OC)cc2)CCN(C(=O)CCc2cnccn2)CC1	-1.0%	0.8%	-20.6%	10.4%	-9.3%	i	0.5	-0.8%	/	-5.4	626
O=C1c2ccccc2C(=O)N1CCc1ccccn1	1.9%	0.0%	5.1%	-0.6%	2.6%	i	6.6	0.5%	-0.9%	13.5	676
CC1CCN(C(=S)Nc2ccc(F)cc2)CC1	-1.4%	-3.3%	6.5%	16.8%	-8.7%	i	0.0	-2.2%	-5.0%	3.2	648
C#CCOC(=O)C[N+](C)(C)CC#Cc1ccccc1	0.8%	-5.4%	-4.4%	0.1%	1.7%	i	0.6	-1.1%	-2.5%	6.4	727
Cc1oc2ccc(O)c(CN3CCOCC3)c2c1C(=O)c1ccc(Cl)cc1	-4.0%	-0.7%	24.1%	-7.2%	1.5%	i	0.4	-2.9%	5.5%	/	/	NS5 inhibitors pilot replicate=3.8
Cn1c(=O)c2c(nc(N3CCCCCC3)n2CC(=O)c2ccc(Br)cc2)n(C)c1=O	-0.7%	4.8%	8.3%	-2.8%	-3.9%	i	0.4	-8.1%	-3.6%	-4.3	756
Cc1cc(C(=O)N/N=C/c2cc(Br)cc([N+](=O)[O-])c2O)c2ccccc2n1	38.7%	10.1%	23.1%	8.9%	10.3%	i	0.2	-7.9%	-1.8%	-3.2	603
CC(C)=CC(=O)N1CCC(n2nccc2NC(=O)CCc2ccccc2)CC1	-0.6%	-14.8%	11.8%	7.7%	-1.7%	i	0.8	-7.2%	/	3.3	674
Nc1nonc1-n1nnc(C(=O)N/N=C/c2ccc(Cl)cc2Cl)c1CN1CCCC1	0.1%	6.6%	-3.8%	-1.0%	19.9%	i	1.2	-5.1%	/	-18.7	801
COc1cccc(CNC(=O)C2CCN(S(=O)(=O)c3ccc(F)cc3)CC2)c1	-0.3%	-6.9%	1.5%	3.4%	-7.6%	i	0.8	4.5%	1.5%	6.6	706
O=C(Oc1ccc(/C=N/NC(=O)c2ccccc2O)cc1)c1ccccc1	-5.4%	0.6%	-15.7%	0.1%	20.6%	i	0.8	4.9%	-0.4%	-2.4	779
O=C(Nc1ccc(-c2csc(Nc3ccc(Cl)cc3)n2)cc1)c1cc([N+](=O)[O-])cc(C(F)(F)F)c1	2.3%	-9.5%	10.0%	-0.2%	-2.6%	i	1.3	3.1%	/	8.9	713
CC(NC(=O)COC(=O)c1cn(-c2ccccc2)nc1-c1cccs1)c1ccccc1 (centres undefined)	10.8%	-10.4%	-5.0%	11.3%	7.6%	i	1.0	-4.0%	-3.6%	15.1	721
CCOC(=O)CSc1nc(C)c2cc(OC)ccc2n1	-2.8%	0.8%	-2.2%	2.2%	?	i	0.5	-9.3%	0.6%	0.3	698
Cc1ccc(C)c(C2=NNC(=NCc3ccccc3)SC2)c1	2.0%	-6.5%	-4.1%	1.3%	0.0%	i	0.4	0.6%	-7.8%	25.4	680
CN(c1ccc(OCC(=O)OCC(=O)Nc2ccc(Br)cc2)cc1)S(=O)(=O)c1cccs1	-0.7%	-1.9%	-2.5%	2.6%	0.3%	i	0.3	3.9%	-10.0%	2.5	609
